FH mod – Identification of activators of human fumarate hydratase by quantitative high-throughput screening; Potency, µM (doses to about 79.9 µM), for inactives: at the highest dose activity change, negative = inhibition, actives largely listed as inhibitors; actives 0.22% (n = 54,000); FH coupled MDH/diaphorase resazurin fluorescence, 15 min; Fumarate hydratase, mitochondrial (Homo sapiens), P07954; also: the screen sought activators but most active calls are inhibition curves; nearly all actives have a fitted effect of over 45% in size
Target sequence (P07954 whole entry, looked up): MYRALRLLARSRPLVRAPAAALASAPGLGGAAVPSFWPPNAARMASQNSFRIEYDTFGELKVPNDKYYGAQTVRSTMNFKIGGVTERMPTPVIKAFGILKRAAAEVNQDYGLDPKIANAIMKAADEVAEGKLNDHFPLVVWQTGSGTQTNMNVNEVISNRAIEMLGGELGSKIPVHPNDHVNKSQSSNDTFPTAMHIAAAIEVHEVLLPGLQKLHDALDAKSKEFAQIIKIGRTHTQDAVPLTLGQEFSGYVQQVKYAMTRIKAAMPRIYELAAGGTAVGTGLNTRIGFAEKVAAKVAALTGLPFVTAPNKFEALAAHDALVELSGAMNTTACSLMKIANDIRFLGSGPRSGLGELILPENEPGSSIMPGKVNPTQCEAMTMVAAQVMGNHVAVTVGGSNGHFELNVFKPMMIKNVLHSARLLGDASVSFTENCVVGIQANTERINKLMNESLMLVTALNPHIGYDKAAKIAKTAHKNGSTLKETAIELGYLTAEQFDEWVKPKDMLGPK
NTMT1 inh – NTMT1 methyltransferase inhibition; Q9BV86; NTMT1 MTase-Glo SAH luminescence, purified enzyme; Potency, µM (doses to about 114 µM), for inactives: top-dose activity change, negative = inhibition, hits mostly inhibitors; actives 2.5% (n = 59,000);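 also: plate controls were DMSO vehicle for no effect and no enzyme for full effect; nearly all actives have a fitted effect of over 65% in size; many of its hits are not listed in these tables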
* = called active by the depositor; ? = inconclusive; & = joins results of further samples; ! = a repeat was not active; [ ] = dose if it differs, or a comment. Calls follow the shape of the dose curve; as a rule, active = well fitted curve in the direction sought with a large enough effect; inconclusive = small, poorly fitted or top-dose-only effect, or another doubt; inactive = no such curve, though single readings can be large; an effect the other way counts as inactive or inconclusive. Unless noted, % is scaled to controls: 0 for no effect and ±100 for the full control effect; potency is read from the fitted curve at half-maximal effect. This is a subset; rates above refer to the full screens.

SMILES | FH mod | NTMT1 inh
c1cc(N[C@@H]2CCNC2)nc(-c2cnc3ccc(-c4cn[nH]c4)cn23)c1 | 5.1%[53.3 µM] | ?
CNC(=O)c1c(I)c(NC(=O)CCCCC(=O)Nc2c(I)c(C(=O)O)c(I)c(C(=O)NC)c2I)c(I)c(C(=O)O)c1I | 7.6%[53.3 µM] | ?
CNS(=O)(=O)c1ccccc1Nc1nc(Nc2ccc(N3CCN(C)CC3)cc2OC)ncc1Br | -17.6% | ?
C/C=C(\C)C(=O)O[C@@H]1[C@@H](C)[C@]2(O)[C@@H]3C=C(C)C(=O)[C@H]3CC(CO)=C[C@H]2C2C(C)(C)[C@@]21OC(=O)C(C)CC (some centres not stated) | -5.7%[53.3 µM] | 13.7%[29.8 µM]
CC[C@H]1OC(=O)[C@H](C)[C@@H](O[C@H]2C[C@@](C)(OC)[C@@H](O)[C@H](C)O2)C(C)[C@@H](O[C@@H]2O[C@H](C)C[C@H](N(C)C)[C@H]2O)[C@](C)(O)C[C@@H](C)CN(C)[C@H](C)[C@@H](O)[C@]1(C)O (some centres not stated) | -6.9% | 4.1%[57.5 µM]
O=C(O)CCc1cc2ccoc2cc1O[C@@H]1O[C@H](CO[C@@H]2OC[C@](O)(CO)[C@H]2O)[C@@H](O)[C@H](O)[C@H]1O | 3.7%[53.3 µM] | 5.1%[29.8 µM]
CNC(=O)Nc1ccc(-c2nc(N3CC4CCC(C3)O4)c3cnn(C4CCC5(CC4)OCCO5)c3n2)cc1 | -19.5% | ?
CC(C(=O)O)c1ccc2c(c1)[nH]c1ccc(Cl)cc12 (configuration not stated) | -4.3% | 2.6%&33.3%[57.5 µM]
Nc1ncnc2c1ncn2[C@@H]1O[C@H](CO)[C@@H](O)[C@H]1O | 0.0%[53.3 µM] | 50.1µM*!
O=C(/C=C/c1ccccc1)OC[C@]12O[C@H]1[C@@H](O)[C@@H]1C=CO[C@@H](O[C@@H]3O[C@H](CO)[C@@H](O)[C@H](O)[C@H]3O)[C@@H]12 | 0.2%[53.3 µM] | 19.1%[29.8 µM]
NC(CSCC(=O)O)C(=O)O (configuration not stated) | -3.7%[53.3 µM] | -8.4%[57.5 µM]
O=C(O)C(S)C(S)C(=O)O (configuration not stated) | 0.0%[53.3 µM] | ?
CC=C1NC(=O)[C@H]2CSSCCC=C[C@H](CC(=O)N[C@H](C(C)C)C(=O)N2)OC(=O)[C@H](C(C)C)NC1=O | -2.4%[53.3 µM] | ?
O=C(CCCN1CCC(O)(c2cccc(C(F)(F)F)c2)CC1)c1ccc(F)cc1 | -6.8%&-3.1%[53.3 µM] | 34.2%[57.5 µM]
COc1cc2ncnc(Nc3cccc(Cl)c3F)c2cc1OC(=O)N1CCN(C)C[C@H]1C | -3.5%&-2.1% | 39.8µM*
CCN1CCCC1CNC(=O)c1cc(S(=O)(=O)CC)c(N)cc1OC (configuration not stated) | -6.5%&-1.0%&-6.9%[53.3 µM] | 11.0%
C[C@@H](CN(C)C)CN1c2ccccc2Sc2ccccc21 | 6.8%[53.3 µM] | 10.1%[57.5 µM]
C=C1C2(CCC(=O)OC2(C)C)CC(OC(=O)/C(C)=C/C)C2(C)C13OC14C(=O)OC(C)(C(=O)C12C(=O)OC4C)C3OC(C)=O (configuration not stated) | 6.2%[20.6 µM] | -1.6%[12.6 µM]
C=C(NC(=O)C(=C)NC(=O)c1csc(C2=NC3c4csc(n4)C4NC(=O)c5csc(n5)C(C(C)(O)C(C)O)NC(=O)C5CSC(=N5)/C(=C/C)NC(=O)C(C(C)O)NC(=O)c5csc(n5)C3(CC2)NC(=O)C(C)NC(=O)C(=C)NC(=O)C(C)NC(=O)C(C(C)CC)NC2C=Cc3c(C(C)O)cc(nc3C2O)C(=O)OC4C)n1)C(N)=O (configuration not stated) | -13.4% | 25.7%[57.5 µM]
CCOC(=O)C(C#N)=C(c1ccccc1)c1ccccc1 | 5.0%[53.3 µM] | -0.2%[57.5 µM]
C=C1CC[C@@]2(OC1)O[C@H]1CC3C4CC=C5C[C@@H](O[C@@H]6O[C@@H](C)[C@H](O)[C@@H](O)[C@H]6O)C[C@@H](O[C@@H]6O[C@H](C)[C@H](O)[C@H](O)[C@H]6O[C@@H]6O[C@@H](C)[C@H](O)[C@@H](O)[C@H]6O)[C@]5(C)C4CC[C@]3(C)[C@H]1[C@@H]2C (some centres not stated) | -2.9%[20.6 µM] | -6.0%[12.6 µM]
CCCNC(C)C(=O)Nc1ccccc1C (configuration not stated) | -8.8%&0.9%[53.3 µM] | -1.0%[57.5 µM]
CCCCc1nc2cc(/C=C/C(=O)NO)ccc2n1CCN(CC)CC | 2.5% | 9.0%
Cc1c(OCC(F)(F)F)ccnc1CS(=O)c1nc2ccccc2[nH]1 (configuration not stated) | -9.5%&1.5%&-6.3%[53.3 µM] | 44.7µM*!
CC(C)=CCC[C@@](C)(O)[C@H]1CC[C@]2(C)[C@@H]1[C@H](O)CC1[C@@]3(C)CC[C@H](O[C@@H]4O[C@H](CO)[C@@H](O)[C@H](O)[C@H]4O[C@@H]4O[C@H](CO)[C@@H](O)[C@H](O)[C@H]4O)C(C)(C)[C@@H]3CC[C@]12C (some centres not stated) | 0.2%[20.6 µM] | 6.7%[12.6 µM]
Cc1ccc(S(=O)(=O)NC(=O)NN2CC3CCCC3C2)cc1 (configuration not stated) | -6.4%&2.8%[53.3 µM] | 10.5%
Nc1nc2c(c(=O)[nH]1)C[C@@H](CCc1ccc(C(=O)N[C@@H](CCC(=O)O)C(=O)O)cc1)CN2 | -3.0% | -1.7%[57.5 µM]
C/C(=C\C(=O)OCCCCCCCCC(=O)O)C[C@@H]1OC[C@H](C[C@@H]2O[C@H]2[C@@H](C)[C@H](C)O)[C@@H](O)[C@H]1O | 1.4% | 2.0%[57.5 µM]

Among those listed so far, these have a carbonyl joined to an NH by a bond outside any ring.
SMILES | FH mod | NTMT1 inh
CNC(=O)c1c(I)c(NC(=O)CCCCC(=O)Nc2c(I)c(C(=O)O)c(I)c(C(=O)NC)c2I)c(I)c(C(=O)O)c1I | 7.6%[53.3 µM] | ?
CNC(=O)Nc1ccc(-c2nc(N3CC4CCC(C3)O4)c3cnn(C4CCC5(CC4)OCCO5)c3n2)cc1 | -19.5% | ?
CCN1CCCC1CNC(=O)c1cc(S(=O)(=O)CC)c(N)cc1OC (configuration not stated) | -6.5%&-1.0%&-6.9%[53.3 µM] | 11.0%
C=C(NC(=O)C(=C)NC(=O)c1csc(C2=NC3c4csc(n4)C4NC(=O)c5csc(n5)C(C(C)(O)C(C)O)NC(=O)C5CSC(=N5)/C(=C/C)NC(=O)C(C(C)O)NC(=O)c5csc(n5)C3(CC2)NC(=O)C(C)NC(=O)C(=C)NC(=O)C(C)NC(=O)C(C(C)CC)NC2C=Cc3c(C(C)O)cc(nc3C2O)C(=O)OC4C)n1)C(N)=O (configuration not stated) | -13.4% | 25.7%[57.5 µM]
CCCNC(C)C(=O)Nc1ccccc1C (configuration not stated) | -8.8%&0.9%[53.3 µM] | -1.0%[57.5 µM]
CCCCc1nc2cc(/C=C/C(=O)NO)ccc2n1CCN(CC)CC | 2.5% | 9.0%
Cc1ccc(S(=O)(=O)NC(=O)NN2CC3CCCC3C2)cc1 (configuration not stated) | -6.4%&2.8%[53.3 µM] | 10.5%
Nc1nc2c(c(=O)[nH]1)C[C@@H](CCc1ccc(C(=O)N[C@@H](CCC(=O)O)C(=O)O)cc1)CN2 | -3.0% | -1.7%[57.5 µM]

Screens (PubChem)
